Assay outcomes deposited in PubChem by National Center for Advancing Translational Sciences (NCATS).
Menin-MLL TR inh: qHTS Assay for Inhibitors Targeting the Menin-MLL Interaction in MLL Related Leukemias: Competition With Texas Red Labeled MLL-derived Mutant Peptide; O00255; Menin + Texas Red MLL mutant peptide, fluorescence polarization; Potency, µM (highest dose often 61.6 µM), without a hit: top-dose FP activity change, negative = inhibition, most hits filed as inhibitors; hit rate 0.23% among 270,000; active = well fitted inhibition curve with a large enough effect in the polarisation, with a control signal flat, not every such curve was filed as active; inconclusive = small, poorly fitted or top-dose-only effect, or effect the other way, or a change in a side signal; inactive = no such curve, though single readings can be large or run the other way; the % refers to the polarisation; also: potency is read from the fitted curve at half-maximal effect; % of control where 0% means no effect; many of its hits are not listed in these tables
FBPA coupling cs: qHTS Assay for Inhibitors of Fructose-1,6-bisphosphate Aldolase from Giardia Lamblia: Coupling assay counterscreen; activity change, negative = inhibition, % at 58.2 µM, hits read low; hit rate 0.67% among 290,000; coupling enzyme system counterscreen, AmpLite Red fluorescence; in the data active = activity change below about -30%; also: % is scaled to controls: 0 for no effect and ±100 for the full control effect
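Coupling enzymes only (glyceraldehyde-3-phosphate) + compound, at 57.5 uM final, 10 min RT; add substrate/coupling/AmpLite Red mix, 20 min RT; fluorescence ex 525/em 598 nm. Actives flag coupling-system interference.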
PKM2 act: qHTS Assay for Activators of Human Muscle isoform 2 Pyruvate Kinase | hit rate 0.34% among 260,000 | purified PKM2, Kinase-Glo ATP luminescence, activation; response scale: 0% is enzyme alone, no compound | Potency, µM (doses to about 57.5 µM), for the others: top-dose activation, most hits filed as activators; also: potency is read from the fitted curve at half-maximal effect; % is scaled to controls: 0 for no effect and ±100 for the full control effect; nearly all actives have a fitted effect of over 55% in size
Target sequence (P14618 whole entry, looked up, canonical isoform): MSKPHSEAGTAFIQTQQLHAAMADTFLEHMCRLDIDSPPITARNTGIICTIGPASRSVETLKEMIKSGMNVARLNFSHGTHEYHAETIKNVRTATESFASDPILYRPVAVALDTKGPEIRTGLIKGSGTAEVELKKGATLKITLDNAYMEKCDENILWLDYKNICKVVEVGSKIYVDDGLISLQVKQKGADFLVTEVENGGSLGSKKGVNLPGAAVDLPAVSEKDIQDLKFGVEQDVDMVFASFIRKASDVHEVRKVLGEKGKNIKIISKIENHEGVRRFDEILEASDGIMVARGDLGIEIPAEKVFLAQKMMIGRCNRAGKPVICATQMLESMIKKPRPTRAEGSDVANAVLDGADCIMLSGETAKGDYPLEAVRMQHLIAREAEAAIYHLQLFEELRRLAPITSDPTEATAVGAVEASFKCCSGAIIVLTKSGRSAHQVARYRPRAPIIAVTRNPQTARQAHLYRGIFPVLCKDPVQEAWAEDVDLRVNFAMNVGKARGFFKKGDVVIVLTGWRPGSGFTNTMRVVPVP
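ATP formation by purified human PK-M2, quantified via coupled luciferase luminescence after 1 h at room temperature with 0.1 mM ADP and 0.5 mM PEP final.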
USP2a block: qHTS Assay for Inhibitors of Ubiquitin-specific Protease USP2a Using CHOP2 as the Reporter; USP2 core, Ub-CHOP2 coupled fluorogenic reporter, 485/531; hit rate 0.01% among 330,000; Potency, µM (doses to about 38.3 µM), without a hit: at the highest dose activity change, negative = inhibition, hits mostly inhibitors;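 also: potency is read from the fitted curve at half-maximal effect; plate controls were DMSO wells for no effect and full inhibition by NEM control for full effect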
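USP2 core (10nM final) preincubated 30min RT with compound in 20mM Tris-HCl pH 8.0, 2mM CaCl2, 2mM beta-mercaptoethanol, 0.05% CHAPS; 25nM Ub-CHOP2 plus 25nM reporter substrate added, fluorescence (Ex485/Em531) read after 60min.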
hERG WT inh: qHTS for Inhibitors of KCHN2 3.1: Wildtype qHTS | U2OS, BacMam KCNH2, thallium flux FluxOr; hits give low values | activity change, % at 1.84 µM | hit rate 0.37% among 340,000 | AID 720551, 2013;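 active = maximum activity change below -70%; inconclusive = maximum activity change between -70% and -50%; inactive = maximum activity change above -50%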; also: % is scaled to controls: 0 for no effect and ±100 for the full control effect
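U2OS cells transduced with wild-type KCNH2 virus are loaded with FluxOr dye for 45 min, and thallium flux is measured in kinetic reads before and after stimulation buffer. Rate constants are normalized to DMSO controls.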
GALK inhibitor: qHTS Assay for Inhibitors of Human Galactokinase (GALK); Purified GALK, Kinase-Glo residual ATP luminescence; Potency, µM (highest dose often 57.5 µM), for the others: top-dose activity change, negative = inhibition, hits mostly inhibitors; hit rate 0.007% among 270,000; AID 1868, 2009; also: potency is read from the fitted curve at half-maximal effect; % is scaled to controls: 0 for no effect and ±100 for the full control effect
Target sequence (P51570 whole entry, looked up): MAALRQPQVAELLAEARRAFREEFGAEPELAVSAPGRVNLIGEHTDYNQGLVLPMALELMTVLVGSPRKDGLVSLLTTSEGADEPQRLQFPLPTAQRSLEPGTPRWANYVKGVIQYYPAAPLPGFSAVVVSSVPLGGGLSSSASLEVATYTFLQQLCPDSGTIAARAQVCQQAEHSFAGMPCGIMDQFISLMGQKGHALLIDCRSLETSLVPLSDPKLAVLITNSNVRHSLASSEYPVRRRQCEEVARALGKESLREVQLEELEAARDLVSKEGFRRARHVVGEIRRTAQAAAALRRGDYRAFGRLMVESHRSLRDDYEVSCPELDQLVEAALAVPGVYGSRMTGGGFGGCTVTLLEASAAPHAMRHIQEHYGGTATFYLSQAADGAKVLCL
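GALK at 5 nM final was combined with compound, 35 uM ATP and 100 uM galactose in HEPES pH8.0 with MgCl2 and DTT. The reaction ran one hour at room temperature before luminescent ATP detection.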
B2AR arrestin: qHTS assay of beta-arrestin-biased ligands of beta2-adrenergic receptor; Potency, µM (doses to about 46.1 µM), for the others: at the top dose activation, usual class: activators; hit rate 0.02% among 330,000; AID 492947, 2010; beta-arrestin recruitment to beta2AR, cell-based reporter; Beta-2 adrenergic receptor (Homo sapiens), P07550;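 also: potency is read from the fitted curve at half-maximal effect; 0% = DMSO controls and full agonism = EC100 isoproterenol or metaproterenol; nearly all actives have a fitted effect of over 65% in size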
TRPV1 agonist: HTS Assay for Compounds that Act as Agonists of the Vanilloid Receptor 1; TRPV1-expressing cells, Fluo-8 calcium influx, agonist mode; activation, % at 8.33 µM; hit rate 0.19% among 320,000; AID 540275, 2011; in the data active = activation above about 80%; inconclusive = between about 30% and that limit; also: 0% is about no effect
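Cells expressing TRPV1 were dye-loaded with Fluo-8 and read kinetically: 10 s baseline, 3 min after compound (agonist portion), then 2 min after EC20 capsaicin (allosteric enhancer portion). Calcium-bound dye fluorescence at 480/520 nm.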
KCNH2 3.1 inh: qHTS for Inhibitors of KCHN2 3.1: Mutant qHTS | AID 720553, 2013 | hit rate 0.95% among 340,000 | activity change, % (tested at about 1.8 µM) | U2OS KCNH2 3.1, thallium flux FluxOr; hits give low values | Potassium voltage-gated channel subfamily H member 2, brain isoform KCNH2 3.1 (human);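 active = maximum activity change below -70%; inconclusive = maximum activity change from -70% to -50%; inactive = maximum activity change above -50%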;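 also: thallium influx rate constant from kinetic fluorescence after stimulation buffer; % is scaled to controls: 0 for no effect and ±100 for the full control effect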
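Kinetic fluorescence (2 min after stimulation buffer) measures Tl+ influx through KCNH2 3.1 expressed by viral transduction in U2OS cells; the rate constant is normalized against DMSO controls serving as positive and negative references.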
MLL CXXC-DNA inh: qHTS Fluorescence Polarization Assay for Inhibitors of MLL CXXC domain - DNA interaction; Histone-lysine N-methyltransferase 2A (Homo sapiens), Q03164; MLL-CXXC / FITC-HOXA9 DNA fluorescence polarization; Potency, µM (titrated, usually from 115 µM), without a hit: at the highest dose activity change, negative = inhibition, most hits filed as inhibitors; hit rate 0.037% among 290,000; active = well fitted inhibition curve with a large enough effect in the polarisation, with a control signal flat, not every such curve was filed as active; inconclusive = small, poorly fitted or top-dose-only effect, or effect the other way, or a change in a side signal; inactive = no such curve, though single readings can be large or run the other way; the % refers to the polarisation; also: potency is read from the fitted curve at half-maximal effect
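Fluorescence polarization: 7 uM MLL-CXXC (stock) preincubated 5 min with compounds, then 50 nM fluorescein-HOX-A9 DNA (stock) added; 30 min ambient. Buffer 50 mM Tris-HCl pH 7.5, 50 mM NaCl, 1 mM DTT, 0.05% BSA.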
Giardia killer: Small Molecules that selectively kill Giardia lamblia: qHTS; Giardia lamblia trophozoite viability; activity change, % at 7.66 µM, hits read low; hit rate 0.15% among 340,000; in the data active = activity change below about -80%; inconclusive = between about -30% and that limit;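 also: parasites exposed to compound for two days anaerobically before the ATP read; % is scaled to controls: 0 for no effect and ±100 for the full control effect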
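Anaerobic 48 hrs incubation at 37 deg C of 100 trophozoites/well with test compounds; ATPLite 1-Step luminescence, 15-30 min RT, reports cellular ATP as viability.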
* = called active by the depositor; u = inconclusive; x = not tested or not shown; [ ] = another dose, or the depositor's remark. Unless noted, calls follow the shape of the dose curve; as a rule, active = well fitted curve in the direction sought with a large enough effect; inconclusive = small, poorly fitted or top-dose-only effect, or another doubt; inactive = no such curve, though single readings can be large; an effect the other way counts as inactive or inconclusive.

SMILES | Menin-MLL TR inh | FBPA coupling cs | PKM2 act | USP2a block | hERG WT inh | GALK inhibitor | B2AR arrestin | TRPV1 agonist | KCNH2 3.1 inh | MLL CXXC-DNA inh | Giardia killer
COc1ccc2c(CC(=O)NNC(=O)c3cccs3)coc2c1 | x | x | x | 2% | 3 | x | -0.1% | -2 | -4 | x | -15
COc1ccc(OC(=O)c2ccncc2)cc1 | -22% | 3 | 4% | 1% | -6 | -1% | -0.2% | -5 | -3 | 5% | 6
CC(=O)N(C)c1ccc(NC(=O)Nc2ccccc2C)cc1 | 7% | 0 | -13% | 1% | -27 | 6% | -0.9% | -1 | x | -6% | 0
N#Cc1c(NCCN)nc(-c2ccccc2)c2c1CCCC2 | -25% | 1 | -7% | -4% | 15 | 0% | -0.2% | 4 | 8 | 16% | -10
Cc1ccc(CCNC(=O)NC(C)(C)C)cc1 | -10% | 2 | -4% | 3% | 1 | -2% | 0.0% | 23 | 10 | 4% | 4
Cc1ccc(N=C2SC(C(=O)NCCc3ccccc3)CC(=O)N2C)cc1C (stereo not given) | -6% | 0 | 2% | 1% | -3 | 6% | 0.1% | 21 | -25 | 3% | -9
COc1ccc(C(=O)Nc2ccc(-c3nnn(CC(=O)N4CCN(C(=O)c5ccco5)CC4)n3)cc2)cc1 | u | -4 | -1% | 2% | 3 | 0% | -0.4% | 3 | -12 | 2% | -10
CCOc1ccc2[nH]c(=O)c(CN(Cc3ccccc3OC)C(=O)c3ccccc3)cc2c1 | x | 1 | 7% | 0% | -15 | -2% | 0.1% | 16 | 9 | 19% | -3
CN1C(=O)C2(c3ccccc31)N(C)CC(c1ccccn1)C21SC(=S)N(Cc2ccco2)C1=O (stereo not given) | u | -6 | 3% | 1% | -19 | 0% | -0.2% | -4 | -37 | 5% | 13
CCC(C)(C)n1nnnc1CN(Cc1cc2cc(OC)c(OC)cc2[nH]c1=O)C1CCCC1 | -19% | -1 | 1% | 2% | -1 | 1% | -0.9% | 7 | -3 | -2% | -14
Cc1ccc(-n2c(CNc3cccc(Cl)c3)n[nH]c2=S)cc1 | 13% | 2 | -13% | -1% | -8 | 6% | -0.1% | -3 | 6 | -1% | 8
COc1ccc(CNC(=O)COC(=O)/C=C/c2cccc(Br)c2)cc1OC | u | -1 | -1% | 1% | -9 | 1% | -0.2% | 87* | 6 | -7% | 11
COc1ccc(CCNC(=O)CCS(=O)(=O)c2ccc3c(c2)NC(=O)C(C)S3)cc1OC (stereo not given) | 2% | -2 | -3% | 0% | 7 | 0% | 0.2% | -5 | 2 | -3% | 10
O=C(COC(=O)CN1C(=O)NC2(CCCC2)C1=O)Nc1c(Cl)cccc1C(F)(F)F | x | x | x | -1% | 4 | x | -0.1% | 0 | 15 | x | -11
NC(=O)C1(N2CCCCC2)CCN(c2ccc3nnc(-c4ccccc4)n3n2)CC1 | u | -2 | -2% | 4% | -3 | 0% | 0.0% | 21 | -2 | 6% | -4
CCOC(=O)c1ccccc1NC(=O)COc1coc(CN2CCc3ccccc32)cc1=O | x | x | x | 4% | -2 | x | -0.1% | 14 | -3 | x | -9
CC1Cc2ccccc2N1C(=O)CN1CCN(Cc2ccccc2)CC1 (stereo not given) | u | 3 | x | 0% | 1 | 3% | -0.8% | -4 | -9 | 8% | 3
Cc1cc(CNC(=O)COC(=O)Cn2[nH]c(=O)c3ccccc3c2=O)cc(C)c1O | x | x | x | 0% | 0 | x | 5.4% | 0 | -11 | x | 4
O=C(CSc1nnc(-c2ccncc2)n1Cc1ccco1)OC1CCCCC1 | -3% | 2 | 5% | 2% | 3 | -2% | -0.5% | -3 | 3 | -9% | 0
CN1CCN(C(=S)c2cn(Cc3ccc(Br)cc3)c3ccccc23)CC1 | -4% | 0 | x | 1% | 22 | 0% | -0.7% | 13 | -23 | 2% | -16
Cc1cc(C)nc(N2CCC(C(=O)NCc3ccccc3)CC2)n1 | 6% | 2 | -2% | 0% | -4 | 0% | 0.0% | 4 | 0 | 1% | 9
O=C(Nc1nnc(SCc2ccc(Cl)cc2)s1)C1CCCO1 (stereo not given) | -10% | 12 | 1% | 1% | 3 | 2% | -0.8% | 1 | -6 | -1% | -13
Cc1cccc(N2CCN(C(=O)CC(NC(=O)c3ccccc3Cl)c3ccccc3)CC2)c1C (stereo not given) | 5% | 2 | 9% | 1% | -3 | 1% | 0.2% | -5 | x | u | -13
COc1ccc(/C=C/C(=O)N2CCN(c3ccccn3)CC2)cc1OC | -2% | 0 | 0% | 0% | 5 | 0% | -0.9% | 2 | 17 | -9% | -4
Cc1cc(C(=O)CN2C(=O)C(=O)N(Cc3ccccc3)C2=O)c(C)n1Cc1ccc(F)cc1 | x | x | x | 0% | -5 | x | -0.2% | 3 | -16 | x | -25
O=C(/C=C/c1cc([N+](=O)[O-])ccc1OC(F)F)Nc1ccc(OC(F)F)cc1 | 55%[activator] | 1 | 1% | -1% | 11 | -3% | 0.2% | 2 | -15 | -8% | 6
COCCNC(=O)CSc1c2c(nc3ccc(Cl)cc13)CCCC2 | 4% | 0 | 1% | -1% | -1 | 1% | 0.3% | 4 | 1 | 20% | -16
Cc1oc(C(C)(C)C)cc1C(=O)Nc1ccc(C(=O)O)cc1 | -6% | 3 | -6% | -1% | 1 | 4% | -0.5% | -2 | -15 | 7% | 1
O=C1C[C@H](NC(=O)OCc2ccccc2)CO1 | x | x | x | 1% | 2 | x | 0.3% | -2 | 9 | x | -9
CCOC(=O)c1sc(=S)n(Cc2ccccc2)c1N | u | 1 | 0% | -6% | 11 | -2% | -0.7% | 8 | 1 | 8% | -2
Cc1ccc(C)c(OCCn2nnc3ccccc32)c1 | -11% | -3 | 1% | -1% | -9 | 7% | -0.2% | 7 | -1 | -1% | 16
Clc1ccc(-c2noc(CCCc3ccccc3)n2)cc1 | -8% | -1 | -1% | 6% | 1 | 0% | 0.2% | 2 | -2 | 1% | 1
CCNC(=S)N1CCN(S(=O)(=O)/C=C/c2ccccc2)CC1 | -4% | -3 | 5% | 2% | -10 | 8% | -0.4% | -1 | -2 | 7% | 10
Cc1ccc(-n2c(C)cc(C(=O)COc3cccnc3[N+](=O)[O-])c2C)cc1 | -2% | -2 | -1% | 3% | -4 | 1% | 0.7% | 4 | -5 | 1% | u
O=C(Nc1cccnc1Oc1ccc(Cl)cc1)c1cccc2ccccc12 | x | 0 | 1% | 3% | 2 | 7% | 0.3% | x | -12 | 3% | 5
O=C(Oc1ccccc1[N+](=O)[O-])c1cccnc1 | -12% | 0 | 0% | -4% | -8 | -3% | -3.6% | -8 | 15 | 3% | -3

Five structures out of the list, arranged by molar mass, low to high.
SMILES | Menin-MLL TR inh | FBPA coupling cs | PKM2 act | USP2a block | hERG WT inh | GALK inhibitor | B2AR arrestin | TRPV1 agonist | KCNH2 3.1 inh | MLL CXXC-DNA inh | Giardia killer
O=C(Oc1ccccc1[N+](=O)[O-])c1cccnc1 | -12% | 0 | 0% | -4% | -8 | -3% | -3.6% | -8 | 15 | 3% | -3
Cc1ccc(C)c(OCCn2nnc3ccccc32)c1 | -11% | -3 | 1% | -1% | -9 | 7% | -0.2% | 7 | -1 | -1% | 16
COCCNC(=O)CSc1c2c(nc3ccc(Cl)cc13)CCCC2 | 4% | 0 | 1% | -1% | -1 | 1% | 0.3% | 4 | 1 | 20% | -16
O=C(/C=C/c1cc([N+](=O)[O-])ccc1OC(F)F)Nc1ccc(OC(F)F)cc1 | 55%[activator] | 1 | 1% | -1% | 11 | -3% | 0.2% | 2 | -15 | -8% | 6
Cc1cc(C(=O)CN2C(=O)C(=O)N(Cc3ccccc3)C2=O)c(C)n1Cc1ccc(F)cc1 | x | x | x | 0% | -5 | x | -0.2% | 3 | -16 | x | -25

Not all compounds are listed (hit frequency here may not be typical).
